# Bioassay records deposited in PubChem by several laboratories.
# AddAB inh – less growth of phage-infected E. coli with AddAB | hit rate 0.29% among 330,000 | AID 435030 | inhibition, % at 11.9 µM | E. coli expressing H. pylori AddAB, absorbance growth; in the data active = inhibition above about 12%;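 note: 0% = vehicle wells of infected cells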
# PfHsp90 yeast 2 – inhibits growth of yeast expressing Plasmodium falciparum Hsp90; hit rate 0.32% among 310,000; S. cerevisiae expressing PfHsp90, BacTiter-Glo ATP, 48 h; yeast lacking PDR1 and PDR3 efflux regulators; AID 504621; inhibition, % at 9.4 µM;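 active = every replicate shows inhibition above about 80%, whatever the replicate mean, limit read from the data; inconclusive = mean inhibition reaches the set limit but some replicate falls short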;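 note: 0% = DMSO neutral controls and 100% = 20 µM radicicol positive controls; yeast relying on Plasmodium falciparum Hsp90 in place of its own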
# PvdQ acylase – P. aeruginosa PvdQ acylase inhibition; purified PvdQ acylase, fluorescence plate reader; inhibition, % at 10 µM; hit rate 0.063% among 340,000; AID 488965; in the data active = inhibition above about 30%, passing the limit was not always enough; inconclusive = no clear call, values can overlap the other calls;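 note: 0% = vehicle neutral wells and 100% = reference inhibitor wells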
# Wnt act – activators of Wnt/beta-catenin signaling | AID 743398 | Wnt/beta-catenin reporter cell assay, activator, plate reader | activation, % at 9.35 µM | hit rate 1.2% among 300,000; in the data active = activation above about 30%, passing the limit was not always enough; inconclusive = no clear call, values can overlap the other calls;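 note: 0% = neutral control wells and 100% = positive control wells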
# phage Ecoli inh – E. coli growth loss with phage present; hit rate 0.26% among 360,000; growth absorbance; AID 651602; inhibition, % at 11.9 µM; in the data active = inhibition above about 11%
# E coli growth – reduces bacterial viability in AddAB counter-screen; hit rate 0.27% among 330,000; inhibition, % at 11.9 µM; E. coli V3065 growth, OD600 absorbance, 18 h; AID 449728;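 active = inhibition above the campaign's mean inhibition across all tested compounds plus 3 SD, cut at about 9.9% in these data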;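 note: uninfected addAB+ strain grown without phage in ampicillin broth; 0% = DMSO wells and 100% = ciprofloxacin 0.95 µg/ml wells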
# Rtt109 HAT inh – inhibitors of Candida albicans Rtt109/Vps75 histone acetyltransferase. inhibition, % at 34.9 µM. hit rate 0.16% among 330,000. purified Rtt109/Vps75, ThioGlo CoA-SH fluorescence, 4 h;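 active = inhibition of at least 50% in every replicate; inconclusive = best replicate reaches 50% inhibition but some replicates fall short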
# Target sequence (Q5AAJ8 whole entry, looked up): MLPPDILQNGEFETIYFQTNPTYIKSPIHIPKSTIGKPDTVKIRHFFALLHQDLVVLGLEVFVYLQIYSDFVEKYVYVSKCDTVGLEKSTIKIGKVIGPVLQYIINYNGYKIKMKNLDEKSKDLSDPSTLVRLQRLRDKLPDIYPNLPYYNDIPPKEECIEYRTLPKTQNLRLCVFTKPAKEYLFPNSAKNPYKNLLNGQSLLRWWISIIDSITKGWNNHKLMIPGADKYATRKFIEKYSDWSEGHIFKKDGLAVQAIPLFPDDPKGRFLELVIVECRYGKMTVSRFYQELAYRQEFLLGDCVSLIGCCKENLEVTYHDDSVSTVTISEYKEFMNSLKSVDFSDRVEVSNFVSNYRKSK
# DAGLB inh – blocks human DAGLB lipase activity | Q8NCG7 | HEK293T DAGLB membrane lysate, EnzChek fluorogenic substrate | inhibition, % at 5.17 µM | hit rate 0.059% among 340,000 | AID 504411; in the data active = inhibition above about 34%;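 note: 0% = enzyme with vehicle and 100% = wells lacking enzyme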
# Target sequence (Q8NCG7 whole entry, looked up): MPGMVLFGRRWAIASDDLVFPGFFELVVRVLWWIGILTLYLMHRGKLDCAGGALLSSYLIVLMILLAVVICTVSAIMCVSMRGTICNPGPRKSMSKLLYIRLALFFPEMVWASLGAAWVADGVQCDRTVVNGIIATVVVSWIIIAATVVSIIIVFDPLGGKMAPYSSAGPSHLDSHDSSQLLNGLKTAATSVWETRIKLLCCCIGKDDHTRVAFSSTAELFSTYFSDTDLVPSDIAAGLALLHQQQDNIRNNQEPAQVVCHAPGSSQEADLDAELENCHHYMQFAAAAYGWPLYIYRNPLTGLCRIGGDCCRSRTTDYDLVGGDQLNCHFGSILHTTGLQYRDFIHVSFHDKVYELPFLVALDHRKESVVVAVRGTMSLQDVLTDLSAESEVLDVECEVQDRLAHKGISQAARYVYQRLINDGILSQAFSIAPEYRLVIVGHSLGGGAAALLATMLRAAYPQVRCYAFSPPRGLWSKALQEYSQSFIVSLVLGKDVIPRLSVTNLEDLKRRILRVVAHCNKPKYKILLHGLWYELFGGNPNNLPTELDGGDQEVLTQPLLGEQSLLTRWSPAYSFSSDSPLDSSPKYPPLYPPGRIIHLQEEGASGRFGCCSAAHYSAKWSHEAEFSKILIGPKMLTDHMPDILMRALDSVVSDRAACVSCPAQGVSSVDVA
# CAL PDZ FP – human CAL PDZ-peptide interaction inhibition; Q9HD26; purified CAL PDZ, TMR-peptide fluorescence polarization, 1 h; inhibition, % at 20 µM; hit rate 0.02% among 330,000;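 active = highest replicate inhibition of at least 40%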;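 note: plate controls were DMSO neutral control wells for no effect and unlabeled competitor peptide control wells for full effect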
#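 Material – purified CerCALP PDZ construct · Detection – FP readout, S and P plane fluorescence · Measure – percent inhibition from loss of millipolarization · Controls – unlabelled peptide for full inhibition, DMSO wells as neutral · Probe or stimulus – TMR-labelled reporter peptide T*-PRC34 bound in PDZ groove · Times – 1 h at RT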
# Tat export inh – inhibitors of E. coli Tat protein transport. hit rate 0.036% among 340,000. AID 488895. E. coli MC4100 TorA-mCherry Tat export, fluorescence. inhibition, % at 10 µM;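 active = mean replicate inhibition at least 50% and at least half of replicates individually reaching 50%; inconclusive = only one of the two criteria met; inactive = neither criterion met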;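 note: exported cargo escapes ClpAP degradation while cytoplasmic cargo is degraded and loses fluorescence; 0% = median of neutral control wells and 100% = median of NaSCN control wells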
# Numbers without * were called inactive; ? = inconclusive; · = no result given.
# The line under a structure holds: AddAB inh, PfHsp90 yeast 2, PvdQ acylase, Wnt act, phage Ecoli inh, E coli growth, Rtt109 HAT inh, DAGLB inh, CAL PDZ FP, Tat export inh
> COc1ccccc1/C=C/C(=O)Nc1ccc(S(=O)(=O)Nc2cc(C)on2)cc1
  -0.6, -5, 6, 0, 1.0, -2.1, 11, 4, -2.8, 1
> N=c1c2c3c(sc2nc2n1CCC2)CCCC3
  4.1, ·, 0, ·, 4.5, -0.2, ·, -3, -1.5, -5
> COc1nc(=O)n(C2CCCO2)cc1C (stereo unspecified)
  ·, 4, 10, 1, 2.2, ·, 6, -5, 0.4, -5
> CCn1nc(NC(=O)c2ccco2)c2cc3ccc(C)cc3nc21
  0.6, -25, -15, -2, 0.2, -3.3, -9, -2, -1.4, -6
> COc1ccc(C(=O)/C(C#N)=N/Nc2cccc([N+](=O)[O-])c2)cc1
  ·, 1, 12, -2, 2.4, ·, 5, 18, -6.2, 1
> O=C(CCCCCN1C(=O)c2ccccc2C1=O)Nc1ccc2c(c1)OCCO2
  0.4, -2, -5, 0, 0.9, 0.1, 1, 1, -1.2, 2
> COC(=O)c1ccc(NCC(=O)Nc2cc(C)cc(C)c2)cc1
  -0.1, 10, -9, 1, 1.7, -1.0, -6, -1, -2.1, -4
> COc1cc(S(=O)(=O)Nc2ncn[nH]2)ccc1Cl
  6.0, -6, 1, 0, 0.5, 0.9, -2, -2, -0.7, -27
> COc1ccc(-n2c3c(cc(C(=O)Nc4cccc(C)n4)c2=O)C(=O)CC(C)(C)C3)cc1
  4.3, ·, -15, -2, 1.1, -2.8, -1, -1, 0.4, -4
> Cc1ccc(N(Cc2cc3ccccc3[nH]c2=O)S(C)(=O)=O)cc1
  -0.3, -16, -8, 0, 5.4, -0.4, 13, -2, -1.5, -1
> Cc1nn(CC(C)C)c2sc(C(=O)NC3CC(C)(C)NC(C)(C)C3)cc12
  0.9, 14, -16, -1, 1.8, -0.6, 7, -3, -0.1, 0
> Cc1ccc(Cc2cnc(NC(=O)CN3CCOCC3)s2)cc1Cl
  -2.4, -23, -6, -9, -1.2, -3.2, ·, -2, -2.5, 4
> NC(=O)c1c(NC(=O)c2ccccc2)sc2c1CCN(Cc1ccccc1)C2
  -4.5, -7, 0, 8, 3.2, 0.9, -47, -8, 0.3, 4
> COc1cccc(C(=O)NN2CC(O)=C(c3nc4ccccc4s3)C2=N)c1
  3.2, -2, 9, -5, 3.9, -0.9, -6, -1, -2.2, -1
> CN1CCN(c2ccc(S(=O)(=O)N3CCCCC3)cc2NC(=O)c2ccc(F)cc2F)CC1
  -0.5, -17, -17, ·, 3.3, -2.4, 17, -1, -1.5, -15
> Cc1ccc2nc(-c3ccccc3)c(CC(=O)O)c(C(=O)O)c2c1
  3.9, 5, -14, 0, 1.6, 0.8, -3, 0, -0.4, -5
> Fc1ccc(CSc2ccc(-c3ccc4c(c3)OCO4)nn2)cc1
  2.7, -40, -9, 3, 4.3, 0.2, 12, -15, -0.8, -5
> Cc1cccc(NC(=O)COC(=O)c2cc(C)oc2C)c1
  1.3, 0, 23, -26, 6.1, -1.1, 7, -6, ·, -9
> O=c1[nH]c(SCCOc2ccccc2)nc2ccccc12
  -1.5, -9, -9, ·, 3.0, 0.1, -11, -2, 0.0, 4
> Cc1cccc(N2CCN(C(=O)CSc3ccc4c(c3)OCCO4)CC2)c1C
  -0.4, ·, 1, -2, 1.1, 0.9, 11, -4, -1.1, 16
> CCOC(=O)C1=C(c2ccccc2)NC(=O)N(C(C)=O)C1c1cccc([N+](=O)[O-])c1 (stereo unspecified)
  3.8, 6, -11, 3, 2.3, 1.3, 8, 0, -0.8, -6
> Cc1ccc2oc(-c3cccc(NC(=O)c4ccc(Br)o4)c3)nc2c1
  6.4, -3, 7, ·, 1.0, 1.6, 7, -6, -1.2, -3
> O=C1C(=O)N(Cc2cccnc2)C(c2cccc([N+](=O)[O-])c2)/C1=C(\O)c1ccc2c(c1)OCCO2 (stereo unspecified)
  2.4, 1, -9, -2, 2.8, -2.0, 0, 3, -2.8, -3
> CC1CC1C(=O)Nc1nc(-c2ccccc2)cs1 (stereo unspecified)
  2.5, 8, -13, ·, 4.5, 2.0, 3, -2, -1.5, -4
> CC(=O)Nc1ccc(N2CCCC2)cc1
  -1.2, -9, -5, ·, -0.6, 0.8, 16, -2, 0.7, 7
> Cc1nn(C)cc1/C=N/NC(=S)Nc1ccccc1
  0.8, 12, -9, 40*, 2.5, -3.2, -4, 3, 0.4, 2
> CN(C(=O)Cc1csc(-c2ccccc2)n1)c1c(N)n(Cc2ccccc2)c(=O)[nH]c1=O
  -0.3, ·, -10, 2, 1.5, 0.8, 3, 4, -2.9, -1
> O=C(NCCN1CCOCC1)c1cc(Sc2ccc(F)cc2F)nc2ccccc12
  -0.1, 22, 1, 1, 1.7, -2.5, 1, 2, -1.7, -3
> O=C(O)c1cc2cc(S(=O)(=O)O)ccc2cc1O
  ·, -5, -1, -3, 2.0, ·, -2, 1, 0.0, -4
> COc1ccccc1NC(=O)CCC(=O)Nc1nnc(C(F)(F)F)s1
  2.6, 8, -5, ·, 4.5, 1.9, -2, 2, -0.2, -8
> CC(C)(C)NC(=O)CSc1nnc(-c2ccco2)n1Cc1ccco1
  0.9, ·, 6, ·, 1.4, 2.4, 5, -1, -1.0, 2
> COc1cc(NC(=O)CSc2nnc(C)s2)cc(OC)c1
  1.5, -19, -6, 6, 3.9, 3.2, 3, -2, -0.2, -2
> O=C(CCNC(=O)c1ccco1)Nc1ccc(F)c(Cl)c1
  6.2, -11, 2, -2, 6.8, 1.6, 5, -1, -1.6, -3
> COc1cccc(C(=O)OCC(=O)NC(=O)NC2CCCC2)c1O
  -1.5, -16, -3, -2, 0.7, -0.8, -11, 0, -1.0, -1
> CCOC(=O)CNC(=O)c1sc(NC(=O)c2ccccc2)nc1C
  3.1, 24, -22, ·, 0.3, 1.8, 0, 0, -1.2, 6
> CC1=CCC2C(=O)N(c3cc(C)on3)C(=O)C2C1 (stereo unspecified)
  1.8, -13, -6, ·, 3.6, 2.2, -3, -4, 0.8, -3
> Cc1c(NC(=O)COC(=O)c2cc(-c3ccc(-c4ccccc4)cc3)nc3ccccc23)c(=O)n(-c2ccccc2)n1C
  -1.3, 15, -1, -1, 2.1, -2.1, -2, -2, -2.7, -1
> O=C(NCCCN1CCCC1=O)Nc1ccccc1F
  -2.3, 13, -5, 2, -2.0, 1.9, -3, 2, -3.1, -2
> CC(=O)c1ccc(NCCC(=O)c2ccccc2)cc1
  5.4, -9, 11, 2, 1.5, -0.3, 14, 1, -0.3, -9
> COc1cccc(C2C(C(=O)c3ccc(C)o3)=C(O)C(=O)N2CCN2CCOCC2)c1 (stereo unspecified)
  3.9, -14, -6, 0, -0.9, 1.1, 8, -2, -1.3, 9
> COc1ccc(CC(=O)Nc2ccc(S(=O)(=O)NCC3CCCO3)cc2)cc1 (stereo unspecified)
  1.1, -71, -12, -5, 1.9, -1.6, -5, 0, -2.3, 5
> Cn1cc(CCC(=O)NC2CC(C)(C)Cc3c2cnn3-c2ccc(F)cc2)cn1 (stereo unspecified)
  ·, 5, 8, 2, 3.7, ·, 19, -3, -2.1, 2
> COc1ccc(C(=O)NCCONC(=O)c2ccc(OC)cc2)cc1
  2.0, -12, 9, 0, 1.4, 1.3, -5, -2, -1.0, -7
> O=C(N/N=C/c1cn(-c2cccs2)nc1-c1ccccc1)c1ccc(O)cc1
  4.3, -5, 6, ·, -0.6, 0.5, 2, 1, -1.9, 1
> CCC(=O)Nc1cccc(-c2nc3ncccc3o2)c1C
  -1.8, -7, -17, 2, 0.6, -0.5, 1, 0, ·, -1
> Cc1ccc(CSc2nnc(-c3ccco3)n2N)cc1
  -0.2, 7, -10, 3, 3.0, 0.8, 9, -1, -0.6, 5
> CC(=O)Nc1nnc(SCC(=O)Nc2nc(C)cs2)s1
  3.5, -14, -4, -1, -1.8, -2.0, -13, 3, -3.3, -5
> CCOC(=O)c1c(C)oc2ccc(NS(=O)(=O)c3cccs3)cc12
  0.4, -32, -18, -4, 1.9, 1.2, -6, -3, -2.8, 19
> CCn1c(=O)n(CCc2ccccc2)c(=O)c2c3c(sc21)CCCC3
  -0.2, -5, -14, -3, ·, 2.2, -1, -18, -0.7, 5
> O=C(c1cccnc1)N1CCN(S(=O)(=O)c2cccs2)CC1
  0.8, 6, 1, -4, -2.5, 0.2, 0, -2, 0.2, 16

# Next part
# The line under a structure holds: AddAB inh, PfHsp90 yeast 2, PvdQ acylase, Wnt act, phage Ecoli inh, E coli growth, Rtt109 HAT inh, DAGLB inh, CAL PDZ FP, Tat export inh
> CCOc1ccc(C(=O)NCC2CCCO2)cc1OCC (stereo unspecified)
  0.6, -1, -1, -2, 2.8, -2.4, -18, -1, 0.7, 5
> COc1ccc(C(CC(=O)N2CCCC(C)C2)c2c(O)cc(OC)cc2OC)cc1 (stereo unspecified)
  1.1, ·, 5, -3, 2.0, -0.5, 12, -1, -9.0, -18
> Cc1ccc(NC(=O)CN(C)C(=O)COc2cc(F)ccc2[N+](=O)[O-])cc1
  -1.2, 4, -11, -1, 3.6, -1.2, 0, -2, -0.2, 6
> CCC(=O)Nc1ccc2c(c1)C(=O)N(C1CCCCC1)C2=O
  1.8, 0, -6, ·, 0.0, 2.2, 0, -4, 0.4, -4
> CN1CCN(c2ccc(NC(=O)c3ccc4c(c3)OCCO4)cc2)CC1
  0.7, -4, -6, ?, 2.3, 1.1, 0, 1, -1.1, 4
> Brc1ccc(-c2ccccc2)cc1
  2.5, -17, -6, 2, 4.6, -1.2, -1, -3, 0.3, 15
> C=CCn1c(=N)n(CC(=O)c2ccc(Br)cc2)c2ccccc21
  -0.4, -9, -14, 18, 5.7, -1.5, 5, -1, -0.4, -6
> COc1ccc(CCN2C(=O)CS/C2=N\NC(=O)c2cccs2)cc1OC
  0.1, 4, -17, 18, 1.6, -1.8, 0, -1, -1.9, 0
> O=c1cc(CS(=O)(=O)c2ccccc2)nc(-c2ccncc2)[nH]1
  2.9, 20, -16, -2, 3.3, -1.3, 3, -2, 0.8, -12
> COc1ccc(N2CC(C(=O)N(C)CC(=O)Nc3ccc(Cl)c(C(F)(F)F)c3)CC2=O)c(OC)c1 (stereo unspecified)
  -0.5, 14, 5, -5, -0.8, -0.1, 16, -1, -0.2, 0
> O=C(NC(=S)Nc1cccc2c(O)cccc12)c1ccco1
  -0.5, -39, -6, 5, -1.6, -2.6, 2, -1, -2.9, 12
> O=C(NC1CCCC1)C(c1ccsc1)N(C(=O)Cc1cccs1)c1ccc(F)cc1 (stereo unspecified)
  0.3, 9, -13, ·, 2.3, -2.7, ·, -4, -1.1, 1
> CN(C)S(=O)(=O)c1cccc(NC(=O)COc2cccc3ccccc23)c1
  ·, ·, -11, -2, 4.8, ·, 17, -4, -3.7, 8
> COc1ccc(N(CC(=O)Nc2ccc(C(C)C)cc2)S(=O)(=O)c2c(C)noc2C)cc1
  2.9, 5, -13, -5, -2.6, 1.8, -2, -7, -1.4, 1
> COC(=O)N/N=C/c1cn(CCOc2ccc(OC)cc2)c2ccccc12
  -2.9, 9, -11, 5, -2.5, 0.0, 7, 1, 1.0, 6
> COc1cc(C2OC(=O)c3ccccc3S2)cc(OC)c1OC (stereo unspecified)
  -0.1, -6, -1, 6, 3.0, 1.5, 1, 0, 0.5, -5
> CCOC(=O)c1sc(=S)n(C)c1NC(=O)c1ccccc1Cl
  2.9, 4, -5, -1, 1.5, 2.3, -15, 2, -0.1, 5
